B2AR arrestin – recruits beta-arrestin to the human beta2-adrenergic receptor. hit rate 0.02% among 330,000. Potency, µM (top dose mostly 46.1 µM), without a hit: at the top dose activation, hits mostly activators. P07550. AID 492947. beta-arrestin recruitment to beta2AR, cell-based reporter;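 also: potency is read from the fitted curve at half-maximal effect; 0% = DMSO controls and full agonism = EC100 isoproterenol or metaproterenol; nearly all actives have a fitted effect of over 65% in size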
Target sequence (P07550 whole entry, looked up): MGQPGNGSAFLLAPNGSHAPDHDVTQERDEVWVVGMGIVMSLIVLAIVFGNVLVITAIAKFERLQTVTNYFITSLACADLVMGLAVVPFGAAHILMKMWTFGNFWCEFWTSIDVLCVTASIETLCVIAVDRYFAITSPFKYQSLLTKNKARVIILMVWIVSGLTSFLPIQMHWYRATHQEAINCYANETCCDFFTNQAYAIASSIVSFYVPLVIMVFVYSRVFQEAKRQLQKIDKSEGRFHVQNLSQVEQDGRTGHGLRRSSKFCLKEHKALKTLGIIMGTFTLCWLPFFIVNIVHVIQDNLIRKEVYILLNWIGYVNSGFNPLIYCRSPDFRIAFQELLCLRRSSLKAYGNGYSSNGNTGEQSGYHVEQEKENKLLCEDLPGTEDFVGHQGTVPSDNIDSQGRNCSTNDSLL
Integrin act MD – integrin-mediated muscular dystrophy alleviation activation. alpha7betagal myoblasts, beta-gal FDG fluorescence, 48 h. Potency, µM (titrated, usually from 38.3 µM), inactives show at the highest dose activation, actives largely listed as activators. hit rate 0.064% among 350,000. AID 624291;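 also: potency is read from the fitted curve at half-maximal effect; 100% = response of the positive control SU9516; nearly all actives have a fitted effect of over 60% in size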
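alpha7betagal+/- myoblasts (passage 13, 250/well) treated 48 h at 37C with compounds at 1:260 dilution of DMSO stock. Lysed, then beta-galactosidase activity read as FDG fluorescence (ex 480/em 540) after 30 min, with pre-read for autofluorescence.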
uPA generation – cell surface uPA generation inhibition | cell surface uPA generation assay, qHTS | Potency, µM (titrated, usually from 38.3 µM), inactives show at the highest dose activity change, negative = inhibition, usual class: inhibitors | hit rate 0.31% among 330,000 | AID 540303; active = well fitted inhibition curve with a large enough effect; inconclusive = small, poorly fitted or top-dose-only effect; inactive = no such curve, though single readings can be large or run the other way; tested in mouse RAW 264.7 cells; also: potency is read from the fitted curve at half-maximal effect; % is scaled to controls: 0 for no effect and ±100 for the full control effect; nearly all actives have a fitted effect of over 55% in size
TRPV1 ag – human TRPV1 agonism. TRPV1-expressing cells, Fluo-8 calcium influx, agonist mode. activation, % at 8.33 µM. hit rate 0.19% among 320,000. AID 540275; in the data active = activation above about 80%; inconclusive = between about 30% and that limit; also: 0% is about no effect
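TRPV1-expressing cells were cultured overnight at 35.5C and loaded with Fluo-8 calcium dye for 40 to 90 min at room temperature. After a 10 s baseline, compound was added and calcium influx was read kinetically for 3 min (ex 480/em 520 nm).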
USP2a block – inhibitors of human ubiquitin-specific protease USP2a. USP2 core, Ub-CHOP2 coupled fluorogenic reporter, 485/531. Potency, µM (titrated, usually from 38.3 µM), for the others: at the top dose activity change, negative = inhibition, usual class: inhibitors. hit rate 0.01% among 330,000. AID 463254;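 also: potency is read from the fitted curve at half-maximal effect; plate controls were DMSO wells for no effect and full inhibition by NEM control for full effect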
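USP2 core (10nM final) preincubated 30min RT with compound in 20mM Tris-HCl pH 8.0, 2mM CaCl2, 2mM beta-mercaptoethanol, 0.05% CHAPS; 25nM Ub-CHOP2 plus 25nM reporter substrate added, fluorescence (Ex485/Em531) read after 60min.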
S-ASM inh – inhibitors of human secretory acid sphingomyelinase; P17405; placental ASM, HMU-PC fluorogenic substrate, 60 min; Potency, µM (highest dose often 57.5 µM), inactives show top-dose activity change, negative = inhibition, actives largely listed as inhibitors; hit rate 0.006% among 340,000; also: potency is read from the fitted curve at half-maximal effect
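qHTS format. ASM enzyme prepared from human placenta hydrolyses the fluorogenic substrate HMU-PC0 (9 uM final) over 60 min at 37 °C after a 10 min compound preincubation.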
p53 reactivator – re-activators of mutant p53. H1299 p53-A138V BP100-luciferase reporter, luminescence, 24 h. Potency, µM (series often up to 92.2 µM), inactives show top-dose activity change, positive = activation, most hits filed as activators. hit rate 0.063% among 320,000. AID 504706; also: potency is read from the fitted curve at half-maximal effect; % of control where 0% means no effect; nearly all actives have a fitted effect of over 45% in size
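H1299 (p53-null), stable ts p53-A138V + BP100-Luc; 1000 cells/well, Opti-MEM/10% FBS; cpd 4 pt, 1:5; 24 h, 37 deg C, 5% CO2; detection reagent 10 min RT; luminescence.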
BRCA1 expr act – activators of BRCA1 expression; hit rate 1.1% among 380,000; Potency, µM (titrated, usually from 46.1 µM), without a hit: at the top dose activation, hits mostly activators; MCF7-BRCA1-FFLuc reporter, luminescence, 48 h; response scale: scaled: vehicle 0%, 10 µM genistein 100%; AID 624202; also: potency is read from the fitted curve at half-maximal effect; nearly all actives have a fitted effect of over 80% in size; some results filed as inactive show a strong effect at the top dose
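Compounds are tested at multiple concentrations on MCF7 BRCA1-luciferase reporter cells seeded at 2000 per well; after 48 h, a single luminescence end-point is taken and curves fitted to the normalized data.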
ELG1 genotox – genotoxicity induction in ELG1-luciferase HEK293T cells | HEK293T ELG1-luciferase reporter, luminescence, 16 h | Potency, µM (series often up to 46 µM), for inactives: at the highest dose activity change, positive = activation, actives largely listed as activators | hit rate 1.3% among 330,000 | AID 504466; also: potency is read from the fitted curve at half-maximal effect; % of control where 0% means no effect; nearly all actives have a fitted effect of over 60% in size
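Genotoxic stress is detected as increased luminescence from luciferase-tagged ELG1 in HEK293T cells, measured with ONE-Glo after a 16 hr treatment at 37 °C.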
TSG101-PTAP inh – blocks PTAP/TSG101 interaction to inhibit HIV-1 budding; Fluorescence polarization, FITC-PTAP peptide / Tsg101 binding; Potency, µM (series often up to 115 µM), for the others: top-dose activity change, negative = inhibition, hits mostly inhibitors; 340,000 tested, under 10 active; active = well fitted inhibition curve with a large enough effect in the main read-out, with a control signal flat, not every such curve was filed as active; inconclusive = small, poorly fitted or top-dose-only effect, or effect the other way, or a change in a side signal; inactive = no such curve, though single readings can be large or run the other way; also: potency is read from the fitted curve at half-maximal effect; % of control where 0% means no effect
Target sequence (Q99816 whole entry, looked up): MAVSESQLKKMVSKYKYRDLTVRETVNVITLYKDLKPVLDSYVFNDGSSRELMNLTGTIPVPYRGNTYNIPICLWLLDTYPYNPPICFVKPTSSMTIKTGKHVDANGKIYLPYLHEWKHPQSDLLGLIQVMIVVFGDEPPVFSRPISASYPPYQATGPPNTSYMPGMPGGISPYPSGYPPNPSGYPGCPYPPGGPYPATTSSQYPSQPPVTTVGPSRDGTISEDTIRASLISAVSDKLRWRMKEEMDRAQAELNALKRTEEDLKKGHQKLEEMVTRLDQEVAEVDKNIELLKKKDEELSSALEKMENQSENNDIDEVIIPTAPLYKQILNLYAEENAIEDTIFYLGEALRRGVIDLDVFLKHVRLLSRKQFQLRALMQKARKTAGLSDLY
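Tsg101 binding domain (10 uM final) was mixed with compound and a FITC-labeled PTAP peptide (50 nM final) in HEPES pH 7.5 buffer with NaCl, Tween 20, EDTA and TCEP; fluorescence polarization was read after 20 min at r.t.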
Eya2 phos inh – Eya2 (human) phosphatase inhibition; Potency, µM (top dose mostly 76.9 µM), without a hit: top-dose activity, negative = inhibition, usual class: inhibitors; recombinant Eya2, OMFP fluorescence dephosphorylation (OMFP is methylfluorescein phosphate); O00167; hit rate 0.006% among 330,000; also: potency is read from the fitted curve at half-maximal effect; % is scaled to controls: 0 for no effect and ±100 for the full control effect
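Eya2 (0.2 uM) preincubated 10 min at ambient with compound, then OMFP substrate added at 50 uM; 10 min reaction in 50 mM HEPES pH 7.5, 50 mM NaCl, 5 uM MgCl2, 0.05% BSA, 1 mM DTT. Fluorescence read at Ex 485/Em 525 nm.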
An asterisk follows results filed as active; ? = inconclusive; / = not tested or not shown; [ ] = dose if it differs, or a comment. Unless noted, calls follow the shape of the dose curve; as a rule, active = well fitted curve in the direction sought with a large enough effect; inconclusive = small, poorly fitted or top-dose-only effect, or another doubt; inactive = no such curve, though single readings can be large; an effect the other way counts as inactive or inconclusive.

1) CC1(C)C[C@H](O)[C@@]23C[C@@H](OC2=O)[C@]2(C)C(=CCC4[C@@]5(C)CC[C@H](O)C(C)(C)C5CC[C@]42C)[C@@H]3C1 (stereo not given in full)
2) C=Cc1ccc(C(=O)N2CCCC(CCC(=O)N3CCN(c4ccccn4)CC3)C2)cc1 (stereo not given)
3) O=C(CNC1CCCC1)Nc1cc(Cl)ccc1[N+](=O)[O-]
4) O=C(Nc1ccc(F)cc1)Nc1cc(S(=O)(=O)N2CCOCC2)ccc1N1CCCC1
5) CCC1CCCCN1C(=O)c1ccc(OC2CCN(C(=O)COC)CC2)cc1 (stereo not given)
6) CCSc1nnc(-c2cnn(-c3ccccc3)c2-n2cccc2)n1C
7) Cc1cc(C)c2c(c1)/C(=N/NS(=O)(=O)c1ccc(Br)cc1)CCC2
8) O=C(CN1C(=O)/C(=C/c2ccccc2F)Oc2ccccc21)N1CCN(c2ccccn2)CC1
9) Cn1c(=O)[nH]c(=O)c2c1nc(SCC(N)=O)n2Cc1cccc(Br)c1
10) S=c1nc(-c2ccc(Br)cc2)oc2c1CCCC2
assay / compound	1	2	3	4	5	6	7	8	9	10
B2AR arrestin	/	-0.2%	-0.4%	-0.8%	0.2%	-0.5%	-0.2%	-2.1%	-0.1%	-0.1%
Integrin act MD	18%	-13%	-14%	18%	-5%	16%	-3%	-5%	9%	-4%
uPA generation	-1%	-5%	2%	5%	5%	14%	3%	2%	-20%	4%
TRPV1 ag	/	0	18	4	4	-4	0	1	0	13
USP2a block	/	0%	10%	0%	2%	0%	1%	1%	7%	-1%
S-ASM inh	-3%	6%	-3%	-1%	1%	2%	-10%	218%[activator]	0%	0%
p53 reactivator	/	-8%	2%	-3%	-8%	-8%	-1%	4%	-6%	7%
BRCA1 expr act	1%	7%	0%	-20%	-9%	22%	-41%	-12%	-73%	37%
ELG1 genotox	/	-5%	0%	2%	6%	1%	-1%	14%	21µM*	?
TSG101-PTAP inh	0%	-3%	-6%	-8%	-6%	-4%	-2%	-3%	-5%	-3%
Eya2 phos inh	/	3%	10%	19%	8%	0%	-26%	-17%	1%	16%

11) O=C(NC1CCCCC1)C(c1ccccc1F)N(C(=O)c1csnn1)C1CCCC1 (stereo not given)
12) O=C(CCCCCN1C(=O)CCC1=O)Nc1ccc2c(c1)OCCO2
13) O=C(NCc1ccco1)c1ccc(-c2cccc(Cl)c2)o1
14) Cn1c(C(=O)NC2CCCCC2)cc2c(=O)n3ccccc3nc21
15) COc1cccc(C2=NOC(C(=O)NCc3ccco3)C2)c1 (stereo not given)
16) O=C(CN1CCN(c2ccccc2)CC1)Nc1ccc2c(c1)OCCO2
17) Cc1ccc(C(=O)NCC(=O)Nc2ccc3c(c2)OCCO3)cc1
18) CCn1c(SCC(=O)c2ccc(O)c(O)c2)nnc1-c1ccc(C)cc1
19) O=C(CCN1C(=O)/C(=C/c2ccccc2)SC1=S)N1CCCCCC1
20) O=C(OCc1ccccc1)N(CCF)c1cn(Cc2ccccc2)c(=O)n(Cc2ccccc2)c1=O
assay / compound	11	12	13	14	15	16	17	18	19	20
B2AR arrestin	-0.2%	-0.3%	0.1%	-1.0%	-0.1%	-0.2%	0.0%	-0.6%	0.0%	/
Integrin act MD	7%	11%	4%	?	-2%	-12%	5%	-29%	-38%[inhibitor]	1%
uPA generation	9%	4%	1%	-2%	-6%	0%	1%	-3%	-1%	9%
TRPV1 ag	-6	-3	?	?	-4	6	1	2	22	/
USP2a block	1%	0%	3%	2%	-1%	3%	2%	5%	0%	/
S-ASM inh	-1%	2%	0%	162%	7%	0%	6%	-5%	-8%	-1%
p53 reactivator	-6%	6%	6%	?	11%	-1%	22%	3%	-5%	/
BRCA1 expr act	-20%	-1%	?	-2%	-39%	9%	72%	1%	-94%	-41%
ELG1 genotox	-5%	2%	?	?	5%	1%	1%	-4%	-8%	/
TSG101-PTAP inh	-7%	-1%	0%	-1%	-2%	0%	-3%	1%	0%	-6%
Eya2 phos inh	-12%	-9%	0%	-4%	-4%	-1%	-25%	-22%	-4%	/

21) CC1(C)Cc2nc3sc4c(N(CCO)CCO)nnnc4c3cc2CO1
22) C=CCn1c(SCn2nnc3ccccc3c2=O)nnc1-c1ccc(Br)cc1
23) C=CCNC(=O)c1ccc([N+](=O)[O-])c(Cl)c1
24) O=c1c2cn(Cc3ccccc3)c3ccccc3c-2nn1Cc1ccc(F)cc1Cl
25) COC(=O)c1c(S(C)(=O)=O)nc(-c2ccccc2)[nH]c1=O
26) Cc1ccccc1OCC(O)Cn1c(N2CCN(c3ccccc3)CC2)nc2c1c(=O)[nH]c(=O)n2C (stereo not given)
27) O=C(NC1CCN(C(=S)NCc2ccco2)CC1)c1ccc(F)cc1
28) Cn1c(N2CCN(C(=O)Nc3ccc(C(F)(F)F)cc3)CC2)nc2ccccc21
29) COc1ccc(NC(=O)NCCc2c[nH]c3ccccc23)c(OC)c1
30) O=C(CNC(=O)c1ccc2ccccc2c1)OCC(=O)N1CCN(S(=O)(=O)c2ccc3ccccc3c2)CC1
assay / compound	21	22	23	24	25	26	27	28	29	30
B2AR arrestin	0.2%	0.0%	-0.5%	-0.9%	0.1%	-2.5%	3.9%	-0.2%	-0.3%	2.6%
Integrin act MD	9%	-6%	-16%	-5%	29%	-7%	-18%	22%	16%	4%
uPA generation	2%	-11%	-2%	0%	4%	4%	7%	-6%	4%	0%
TRPV1 ag	-3	1	13	14	-2	-1	0	?	8	2
USP2a block	0%	0%	-2%	1%	3%	-6%	5%	0%	-1%	3%
S-ASM inh	67%[activator]	-3%	0%	-2%	1%	-9%	2%	-1%	-2%	-3%
p53 reactivator	7%	16%	16%	4%	7%	1%	?	0%	-3%	3%
BRCA1 expr act	69%	33%	-11%	-12%	-22%	0%	-3%	-57%	0%	25%
ELG1 genotox	10%	-1%	-1%	4%	2%	-2%	2%	-17%	-2%	0%
TSG101-PTAP inh	-4%	-9%	0%	2%	-1%	-4%	-1%	-10%	0%	-4%
Eya2 phos inh	11%	1%	-1%	13%	5%	-8%	-16%	0%	-27%	-2%

Of the compounds above, these have an aryl methoxy group:
15) COc1cccc(C2=NOC(C(=O)NCc3ccco3)C2)c1 (stereo not given)
29) COc1ccc(NC(=O)NCCc2c[nH]c3ccccc23)c(OC)c1
assay / compound	15	29
B2AR arrestin	-0.1%	-0.3%
Integrin act MD	-2%	16%
uPA generation	-6%	4%
TRPV1 ag	-4	8
USP2a block	-1%	-1%
S-ASM inh	7%	-2%
p53 reactivator	11%	-3%
BRCA1 expr act	-39%	0%
ELG1 genotox	5%	-2%
TSG101-PTAP inh	-2%	0%
Eya2 phos inh	-4%	-27%

(list continues)
31) CCOC(=O)c1nn2c(C(F)(F)F)cc(-c3ccc(OC)cc3)nc2c1Br
32) COc1ccc(CN2CCNC(=O)C2CC(=O)NC2CCCCCC2)c(F)c1 (stereo not given)
33) O=C(Nc1cccc(-c2ccc3nncn3n2)c1)C(F)(F)F
34) CC(C)CNC(=S)NNC(=O)c1csc2ccccc12
35) Cc1ccc(N2CCN(S(=O)(=O)c3ccc4oc(=O)ccc4c3)CC2)cc1Cl
36) Cc1ccc(O)c(Nc2ncnc3ccccc23)c1
37) CCOC(=O)N1CCN(C(=O)c2cn(CC)c3ccc(S(=O)(=O)N4CCCC4)cc3c2=O)CC1
38) N=c1n(CCN2CCCCC2)c2ccccc2n1CC(O)COc1ccccc1 (stereo not given)
39) CCCCNC(=O)Nc1ccccc1CC
assay / compound	31	32	33	34	35	36	37	38	39
B2AR arrestin	-0.1%	-0.8%	2.5%	0.3%	-0.7%	-0.6%	/	-0.2%	-0.8%
Integrin act MD	?	12%	-10%	3%	8%	?	-1%[7.66 µM]	-5%	-21%
uPA generation	7%	5%	-2%	9%	-3%	-3%	3%	-8%	-10%
TRPV1 ag	-4	-1	-1	8	-2	1	-2	3	3
USP2a block	0%	-3%	3%	-1%	1%	1%	/	1%	-2%
S-ASM inh	87%[activator]	8%	2%	-2%	-2%	0%	0%	0%	0%
p53 reactivator	9%	24%	-4%	5%	2%	/	/	-12%	1%
BRCA1 expr act	-15%	-13%	-3%	19%	-8%	1%	-26%	-66%	0%
ELG1 genotox	8%	1%	1%	-1%	4%	-14%	/	0%	0%
TSG101-PTAP inh	-2%	-1%	-5%	/	1%	-1%	0%	-1%	-1%
Eya2 phos inh	-3%	-11%	-2%	-7%	-5%	0%	/	3%	2%

From PubChem BioAssay
